Screening data as filed in PubChem.
IL-2 act – IL-2 activation. IL-2 activation reporter assay, cell-based qHTS; stimulated with anti-CD3/CD4/CD28 beads; in transgenic mouse T cells. 360,000 compounds, 0.065% hits. AID 652025. activation, % (series mostly up to about 46 µM); in the data active = activation above about 50%; inconclusive = mostly about 30% to 49%; also: 0% is about no effect
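Quantitative HTS in unstimulated transgenic mouse T cells, with memory T cells as non-tolerant control and PMA/ionomycin as tolerance-bypass control. Compound pretreatment lasted 60 minutes before 18 h bead stimulation; EGFP/DsRed fluorescence read.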
GLP-1R agonist – GLP-1 receptor (human) agonism. AID 624172. 380,000 compounds, 0.007% hits. Potency, µM (top dose mostly 45.6 µM), inactives show at the highest dose activation, usual class: activators. HEK293 GLP-1R CRE-luciferase, luminescence, 4-6 h; cells express a hypersensitive GLP-1R form. P43220; also: potency is read from the fitted curve at half-maximal effect; % of control where 0% means no effect
GLP-1R inv ag – acts as inverse agonist at human GLP-1 receptor. P43220. Potency, µM (highest dose often 38.3 µM), inactives show at the top dose activity change, negative = inhibition, most hits filed as inhibitors. 410,000 compounds, 1.6% hits. HEK293 GLP-1R CRE-luciferase, luminescence, 24 h; GLP-1R form is constitutively active. AID 624417; also: potency is read from the fitted curve at half-maximal effect; % is scaled to controls: 0 for no effect and ±100 for the full control effect; nearly all actives have a fitted effect of over 55% in size
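qHTS in 1536-well format: reporter HEK293 cells expressing constitutive GLP-1R activity in DMEM + 10% Nu serum, 24 hr with compounds at 37 deg C, luminescence read after 12 min with detection reagent.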
D3 antag – D3 dopamine receptor (human) antagonism; P35462; D3R cells, DiscoveRx beta-arrestin luminescence, antagonist mode; hits give low values; max response, negative = inhibition, %; 360,000 compounds, 2.5% hits; in the data active = max response below about -50%; inconclusive = no clear call, values can overlap the other calls; also: % is scaled to controls: 0 for no effect and ±100 for the full control effect; mostly tested at two doses, the higher about 12 µM
Target sequence (P35462 whole entry, looked up): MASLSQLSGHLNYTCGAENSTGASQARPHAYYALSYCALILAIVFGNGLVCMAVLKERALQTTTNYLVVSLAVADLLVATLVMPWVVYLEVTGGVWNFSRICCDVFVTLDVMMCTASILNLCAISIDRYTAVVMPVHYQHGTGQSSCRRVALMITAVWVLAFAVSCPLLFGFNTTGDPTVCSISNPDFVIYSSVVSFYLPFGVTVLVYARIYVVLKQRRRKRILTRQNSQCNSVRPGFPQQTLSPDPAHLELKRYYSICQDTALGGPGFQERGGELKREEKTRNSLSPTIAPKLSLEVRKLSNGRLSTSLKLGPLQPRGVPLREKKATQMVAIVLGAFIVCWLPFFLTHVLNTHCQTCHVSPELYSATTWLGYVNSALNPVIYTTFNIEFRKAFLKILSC
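Cells plated overnight at 1500 cells/well, then exposed to library compounds with dopamine controls for 90 minutes at 37 degrees C. DiscoveRx reagent added for 30–60 minutes at room temperature; luminescence read, quantitative HTS format.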
DRD3 agonist – agonists of human D3 dopamine receptor; P35462; max activation, %; 410,000 compounds, 0.58% hits; D3R DiscoveRx beta-arrestin cells, luminescence, 90 min; in the data active = max activation above about 30%; also: 0% is about no effect; mostly tested at two doses, the higher about 12 µM
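Agonist-mode cell screen: cells plated at 1500/well and incubated overnight at 37 °C, then exposed to library compounds for 90 min at 37 °C. Detection reagent was added for 30–60 min at room temperature, and luminescence was read.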
PI5P4K alpha inh – PI5P4K alpha (human) kinase inhibition | P48426 | PI5P4Kalpha enzyme, ADP-Glo luminescence, 60 min; hits give low values | max response, % | 330,000 compounds, 1.2% hits | AID 652105; active = max response of -50% or lower; inconclusive = between -30% and -50%; inactive = -30% or higher; also: value at the top dose of about 77 µM; % is scaled to controls: 0 for no effect and ±100 for the full control effect
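Controls without substrate or without enzyme flank wells where PI5P4Kalpha converts substrate using 5 microM ATP (final). Incubation lasts 60 minutes at room temperature; ADP formed is read by ADP-Glo luminescence.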
PLK1 PBD block – PLK1 (human) polo-box domain binding inhibition; 360,000 compounds, 2.8% hits; Potency, µM, for inactives: max response, negative = inhibition, most hits filed as inhibitors; P53350; Plk1 PBD binding of FITC phosphopeptide, fluorescence polarization; AID 720504; also: potency is read from the fitted curve at half-maximal effect; series mostly up to about 57 µM; % is scaled to controls: 0 for no effect and ±100 for the full control effect; nearly all actives have a fitted effect of over 65% in size
Target sequence (P53350 whole entry, looked up, the tested form may be a part): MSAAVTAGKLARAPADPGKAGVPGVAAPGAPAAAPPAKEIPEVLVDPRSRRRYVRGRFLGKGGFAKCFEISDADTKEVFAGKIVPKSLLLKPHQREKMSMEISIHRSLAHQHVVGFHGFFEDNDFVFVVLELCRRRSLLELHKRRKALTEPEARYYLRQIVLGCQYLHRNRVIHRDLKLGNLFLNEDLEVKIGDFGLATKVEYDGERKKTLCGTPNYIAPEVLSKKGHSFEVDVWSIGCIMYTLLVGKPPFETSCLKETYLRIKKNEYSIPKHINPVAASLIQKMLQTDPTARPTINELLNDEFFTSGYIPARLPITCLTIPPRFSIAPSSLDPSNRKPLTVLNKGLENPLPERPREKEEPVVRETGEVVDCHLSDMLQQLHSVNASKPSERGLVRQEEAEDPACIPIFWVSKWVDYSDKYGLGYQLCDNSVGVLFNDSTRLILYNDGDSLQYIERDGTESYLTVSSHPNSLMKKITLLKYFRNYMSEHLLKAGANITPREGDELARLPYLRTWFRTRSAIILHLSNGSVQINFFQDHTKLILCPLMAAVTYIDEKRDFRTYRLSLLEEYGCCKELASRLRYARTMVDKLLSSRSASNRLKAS
GLP1R cytotox – cytotoxic in the GLP-1 receptor inverse agonist counter-screen; HEK293 cAMP-luciferase reporter cells, luminescence, 24 h; Potency, µM (highest dose often 38.3 µM), for the others: at the top dose activity change, negative = inhibition, actives largely listed as inhibitors; 410,000 compounds, 0.13% hits; AID 624418;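 also: loss of luciferase light is scored as toxicity; potency is read from the fitted curve at half-maximal effect; % is scaled to controls: 0 for no effect and ±100 for the full control effect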
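1536-well qHTS counterscreen of the MLSMR; 200 cells/uL, 12 h pre-incubation, 23 nL cpd, 24 h at 37 deg C 5% CO2, luciferase detection reagent, 12 min RT, luminescence. Inhibition = undesired.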
WRN helicase inh – blocks human WRN helicase; Q14191; WRN helicase unwinding, fluorescent forked duplex, kinetic; Potency, µM (series often up to 114 µM), for the others: top-dose activity change, negative = inhibition, most hits filed as inhibitors; 360,000 compounds, 0.46% hits; AID 651768; also: potency is read from the fitted curve at half-maximal effect; % is scaled to controls: 0 for no effect and ±100 for the full control effect; nearly all actives have a fitted effect of over 55% in size
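WRN at 20 nM final preincubated with compound 15 min at room temperature; reaction started with 100 nM fluorophore/quencher forked duplex oligonucleotide and 2 mM ATP final. Unwinding followed kinetically by red fluorescence (ex 525, em 598 nm).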
* hit, by the source's call; ? = inconclusive; / = not tested or not shown; & = joins results of further samples; [ ] = another dose, or the depositor's remark. Unless noted, calls follow the shape of the dose curve; as a rule, active = well fitted curve in the direction sought with a large enough effect; inconclusive = small, poorly fitted or top-dose-only effect, or another doubt; inactive = no such curve, though single readings can be large; an effect the other way counts as inactive or inconclusive. The order is random. Share with any hit: about 7.8%.

SMILES | IL-2 act | GLP-1R agonist | GLP-1R inv ag | D3 antag | DRD3 agonist | PI5P4K alpha inh | PLK1 PBD block | GLP1R cytotox | WRN helicase inh
CCCC(Oc1ccc(Br)cc1)c1nc2c3cc(OC)c(OC)cc3nc(=S)n2[nH]1 (centres undefined) | -5.4 | -7% | 0% | 21 | 8 | 9 | -15% | ? | -14%
O=C(O)/C=C/C(=O)NCc1cn(-c2ccccc2)nc1-c1cccc(Br)c1 | 1.4 | 23% | -11% | -1 | 0 | 6 | -18% | 16% | -7%
CC(=O)c1ccc(Nc2cc(C)nc3ncnn23)cc1 | 2.5 | -9% | 17% | 3 | -4 | -5 | -2% | 3% | -9%
CCOc1ccc(NC(=O)CN(C)CC(=O)Nc2ccccc2C#N)cc1OCC | 0.2 | 3% | 9% | 2 | -2 | 5 | -4% | -9% | 3%
CCC(C)(C)C(=O)O | 0.4 | 8% | 10% | 41 | 20 | 3 | 2% | 6% | 5%
CCOC(=O)c1ccc(NC(=S)N2CCN(CCNC3=CC(=O)CC(C)(C)C3)CC2)cc1 | -0.6 | 6% | -6% | -12 | 10 | 3 | ? | 5% | -4%
CCCCC(=O)OCC(=O)N1N=C(c2c[nH]c3ccccc23)C(O)C1c1ccc(OC)cc1 (centres undefined) | -4.2 | -2% | ? | -5 | 0 | 13 | -13% | -8% | -6%
CCOc1ccccc1C=C1CCc2ccccc2C1=O | -2.7 | 10% | ? | 15 | 5 | 19 | -8% | 22% | -8%
CC(C)Oc1ccc(C(=O)NC2(C(F)(F)F)NC(=O)N(CCCc3ccccc3)C2=O)cc1 (centres undefined) | -2.9 | -5% | ? | -6 | 1 | 9 | -9% | -16% | -13%
Cc1ccc(S(=O)(=O)Nc2nc3ccccc3nc2N2CCOCC2)cc1 | -0.7 | 7% | 2% | -10 | 7 | 1 | 2% | -3% | 1%
Oc1ccc(C[C@H]2CNCCN2CCc2cccc3ccccc23)cc1 | 0.6 | 9% | ? | 3 | -12 | 2 | -5% | 11% | 4%
COc1ccc(N/C=C/C(=O)c2ccc3c(c2)OCO3)cc1OC | -1.9 | 13% | 48%[activator] | 7 | 5 | -1 | 2% | 3% | -6%
CCN(CC)CCNCc1ccc(OCc2ccc(Cl)nc2)c(OC)c1 | -2.1 | -4% | ? | -23 | -1 | 10 | -8% | -3% | -35%[57.1 µM]
C=CCn1c(COc2cccc(C)c2)nnc1SCC(=O)c1c[nH]c2c(CC)cccc12 | 0.6 | -7% | 1% | 14 | -1 | 2 | 1% | -5% | -2%
COc1ccc(-n2cnc3sc(-c4ccccc4)cc3c2=O)cc1 | 0.2 | -3% | 10% | 19 | 2 | / | -3% | 0% | -2%
Cc1ccc(S(=O)(=O)Nc2cc(Cl)ccc2-n2cncn2)cc1 | -2.9 | -32% | -25% | -4 | 6 | 0 | -1% | -11% | 4%
CCSC1=C(C#N)C(c2ccc(C)s2)CC(=O)N1 (centres undefined) | -3.5 | 3% | -9% | 12 | -4 | / | -3% | 3% | -1%
NC(=S)NNc1cccc(Cl)c1 | -2.7 | 1% | 1% | 10 | -1 | -4 | ? | -6% | 0%
Cc1ccc(OCc2ccc(C(=O)N3CCOCC3)cc2)cc1C | -2.0 | 6% | -29% | -4 | 10 | / | -11% | -14% | -11%
CCOC(=O)C1(Cc2ccc(Cl)cc2)CCN(C2CCC2)CC1 | -0.2 | -13% | ? | -21 | -13 | 2 | -3% | -9% | 5%
CC(C)CN1CCN(Cc2cnc(-c3ccc(Cl)cc3)nc2)CC1CCO (centres undefined) | 1.7 | 16% | ? | 43 | 4 | -4 | -11% | 2% | 0%
CCOc1ccc2[nH]c3c(=O)n(CCc4ccc(OC)cc4)cnc3c2c1 | -2.2 | 4% | 8% | 1 | -4 | -1 | -7% | -4% | -21%
CCn1cc(C(=O)O)c(=O)c2cc(S(=O)(=O)N(C)C)ccc21 | 0.2 | -3% | 27% | -2 | -11 | / | 2% | -3% | -5%
O=C(N/N=C/c1ccc2nccnc2c1)c1ccc(Br)cc1 | 0.2 | -2% | 11% | -12 | -5 | -14 | -1% | -6% | -9%
O=C(/C=C/c1ccc2c(c1)OCO2)NCc1ccco1 | -5.3 | 2% | 12% | 10 | -4 | -24 | -13% | 13% | -32%
Cc1ccc(C2C(C=Nc3c(C)n(C)n(-c4ccccc4)c3=O)=C(c3ccccc3)Oc3ccccc32)cc1 (centres undefined) | 0.4 | -8% | 4µM* | 18 | -4 | -13 | 21µM* | -1% | 9%
CC(Sc1ccc(S(=O)(=O)N2CCCCC2)cn1)C(N)=O (centres undefined) | -1.3 | -4% | 2% | 0 | -7 | 0 | -1% | 1% | 12%
Cc1nc2ccc(NS(=O)(=O)c3c(F)cc(F)cc3Br)cc2s1 | -0.7 | -3% | ? | -3 | 2 | -12 | -22% | 7% | 5%
CCCN(C(=O)C(=O)Nc1ccc2nc3n(c(=O)c2c1)CCCCC3)c1ccc(OCC)cc1 | 0.2 | 12% | ? | 16 | 3&7 | 1 | 0% | -16%&-6% | -8%
N#CCCn1cc(C(=O)Nc2ccc(C(=O)O)cc2)c(-c2cccs2)n1 | -0.9 | -2% | 14% | 3 | -1 | ? | 6µM* | -2% | 3%
CCOC(=O)CSc1nc2cc3c(cc2cc1C)OCO3 | -3.4 | 11% | 3% | 0 | -1 | 3 | -7% | -7% | 10%
Cc1nn(CCOc2ccccc2)c(=O)n1-c1cccc(F)c1 | -1.9 | 0% | 4% | 11 | -14 | / | -1% | -2% | 10%
COc1ccccc1C(CNC(=O)CN1C(=O)NC(C)(c2ccc3ccccc3c2)C1=O)N1CCCC1 (centres undefined) | 2.5 | 9% | ? | -3 | -14 | 5 | -1% | -4% | -1%
Cc1cccc(Sc2c(C=O)c3ccccc3n2C)c1 | 0.1 | 0% | 2.8µM* | 10 | -1 | 22 | -2% | -27% | 4%
CCCN(C(=O)CSc1nnc(-c2ccc3c(c2)OCO3)o1)C1CCS(=O)(=O)C1 (centres undefined) | -2.0 | -3% | 17% | -4 | -3 | -9 | 1% | 5% | 8%
COC(=O)c1sc(C(C)(C)C)cc1CS(=O)(=O)c1ccc(Cl)cc1 | -0.2 | 5% | ? | 18 | -6 | 6 | -2% | -12% | -3%
Cc1ccc(C)c(OCCCCN2CCNCC2)c1C | -0.1 | -3% | ? | 0 | -5 | -1 | -3% | 11% | 9%
O=C1CCCCCN1Sc1ccccc1 | -0.4 | -25% | 2% | 25 | -2 | 0 | 1.1µM* | -20% | ?
COC(C[C@H]1O[C@@H]1[C@@H](O)[C@H](C)OCc1ccccc1)OC | 0.1 | -3% | 13% | 2 | 14 | 2 | -5% | 3% | 3%
CS(=O)(=O)NCCCNc1ccc(Cl)cc1[N+](=O)[O-] | -0.5 | 0% | 0% | -50* | -3 | -8 | -1% | -51% | -1%
Oc1ccccc1C=NNc1nc2ccccc2s1 | 0.1 | 5% | ? | -10 | -8 | 2 | 1% | -15% | 6%
CCCCCCc1cc2cc(C(=O)NCc3ccccc3)c(=N)oc2cc1O | -1.7 | -13% | 0% | 3 | 14 | -2 | 5% | 55%[activator] | 8%
CCOc1ccccc1C(=O)Nc1ccc2nc(N3CCN(c4ncccn4)CC3)cc(C)c2c1 | 16 | 2% | 11% | 3 | 12 | 0 | 7% | 3% | -2%
COc1ccc(C(=O)NCc2ccc3c(c2)cc(C)n3C)cc1OC | 0.5 | 10% | 4% | 17 | 1 | 1 | -16% | -14% | -8%
CCOc1ccc(CCNC(=O)CSc2nc3ncc(Cl)cc3[nH]2)cc1OCC | -1.8 | 8% | 24% | 5 | -5 | 4 | -2% | 6% | -18%
CCCn1c(SCC(=O)C(C)(C)C)nc2ccccc21 | -2.2 | 1% | ? | -15 | 0 | -3 | -2% | -7% | 3%
CC(=O)C1=C(c2ccccc2)NC(=S)NC1c1ccc(O)c(O)c1 (centres undefined) | 4.3 | 1% | 11% | -14 | 4 | 7 | -13% | -3% | -4%[11.6 µM]
CCc1nnc(NS(=O)(=O)c2ccc(NCc3cc(Br)ccc3O)cc2)s1 | 4.4 | -1% | 15% | 0 | -7 | 6 | -27% | 10% | ?
C=CCOc1ccc(/C(O)=C2/C(=O)C(=O)N(CCCN3CCOCC3)C2c2ccc(OC)cc2)cc1 (centres undefined) | -1.9 | -6% | 17% | -18 | 1 | 8 | -9% | 3% | 2%[57.1 µM]
